# Screens from PubChem.
# RGS4 inh: Inhibitors of Regulator of G Protein Signaling (RGS) 4: qHTS | Regulator of G-protein signaling 4 (Homo sapiens), P49798 | Transcreener GDP fluorescence polarization, RGS4-accelerated GTP hydrolysis | Potency, µM (highest dose often 114 µM), for the others: top-dose activity change, negative = inhibition, most hits filed as inhibitors | 390,000 tested, 0.039% active; also: potency is read from the fitted curve at half-maximal effect; % is scaled to controls: 0 for no effect and ±100 for the full control effect; nearly all actives have a fitted effect of over 75% in size; some results filed as inactive show a strong effect at the top dose
# Target sequence (P49798 whole entry, looked up): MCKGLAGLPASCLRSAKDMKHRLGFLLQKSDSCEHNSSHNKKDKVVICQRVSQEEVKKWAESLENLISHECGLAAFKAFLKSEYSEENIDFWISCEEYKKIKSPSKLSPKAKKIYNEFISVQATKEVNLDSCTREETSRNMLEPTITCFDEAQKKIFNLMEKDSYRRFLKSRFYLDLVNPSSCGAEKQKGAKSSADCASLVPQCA
#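 MLSMR compounds (23 nl, pin-transferred) preincubated 10 min at room temperature with a 500nM (2x) first reagent, then RGS4 at 900nM (2x) plus Transcreener GDP mix added; fluorescence polarization (620/688 nm) read before and after 90 min at 30 °C.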
# APEX1 inh: qHTS Assay for Inhibitors of the Human Apurinic/apyrimidinic Endonuclease 1 (APE1); DNA repair nuclease/redox regulator APEX1 (Homo sapiens), P27695; Potency, µM (series often up to 65.8 µM), inactives show at the highest dose activity change, negative = inhibition, usual class: inhibitors; recombinant APE1, TAMRA/BHQ-2 abasic DNA cleavage fluorescence; 350,000 tested, 0.35% active;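 also: potency is read from the fitted curve at half-maximal effect; plate controls were vehicle for no effect and reference inhibitor for full effect; nearly all actives have a fitted effect of over 55% in size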
# Target sequence (P27695 whole entry, looked up): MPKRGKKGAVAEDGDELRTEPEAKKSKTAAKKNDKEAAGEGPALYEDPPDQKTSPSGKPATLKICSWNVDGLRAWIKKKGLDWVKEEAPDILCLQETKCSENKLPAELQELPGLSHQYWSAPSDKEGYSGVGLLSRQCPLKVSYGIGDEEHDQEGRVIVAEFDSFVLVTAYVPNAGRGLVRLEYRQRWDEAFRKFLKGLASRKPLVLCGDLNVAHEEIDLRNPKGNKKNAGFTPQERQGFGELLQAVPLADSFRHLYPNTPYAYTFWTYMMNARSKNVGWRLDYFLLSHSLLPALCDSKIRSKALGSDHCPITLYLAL
#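 Endonuclease cleavage of a quenched abasic-site DNA duplex (50 nM) by APE1 (0.75 nM) was tracked by TAMRA dequenching. Compounds were preincubated with enzyme 15 min at room temperature; data normalized to buffer-only and DMSO wells plus NSC13755 control.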
# POLB inh: qHTS Assay for Inhibitors of DNA Polymerase Beta; P06746; Pol beta primer extension/strand displacement, fluorescence kinetic; Potency, µM (top dose mostly 114 µM), for inactives: at the top dose activity change, negative = inhibition, most hits filed as inhibitors; 340,000 tested, 1.3% active; AID 485314, 2010; also: potency is read from the fitted curve at half-maximal effect; % is scaled to controls: 0 for no effect and ±100 for the full control effect
#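 Values derive from four-parameter Hill fits of normalized kinetic data: reads at 0 and 10 min following addition of 50 nM substrate to 10 nM Pol beta preincubated 15 min with compound.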
# ERG Ets-DNA blk: qHTS for Small Molecule Inhibitors of the ERG Ets/DNA interaction | AID 624246, 2012 | Potency, µM (doses to about 76.9 µM), inactives show top-dose FP activity, negative = inhibition, hits mostly inhibitors | 370,000 tested, 0.028% active | fluorescence polarization, His-ERG Ets domain / labelled DNA | Transcriptional regulator ERG (Homo sapiens), P11308; active = well fitted inhibition curve with a large enough effect in the polarisation, with a control signal flat; inconclusive = small, poorly fitted or top-dose-only effect, or effect the other way, or a change in a side signal; inactive = no such curve, though single readings can be large or run the other way; the % refers to the polarisation;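 also: polarization taken with two DNA probes labelled with fluorescein and Texas red; potency is read from the fitted curve at half-maximal effect; % of control where 0% means no effect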
# Target sequence (P11308 whole entry, looked up, the tested form may be a part): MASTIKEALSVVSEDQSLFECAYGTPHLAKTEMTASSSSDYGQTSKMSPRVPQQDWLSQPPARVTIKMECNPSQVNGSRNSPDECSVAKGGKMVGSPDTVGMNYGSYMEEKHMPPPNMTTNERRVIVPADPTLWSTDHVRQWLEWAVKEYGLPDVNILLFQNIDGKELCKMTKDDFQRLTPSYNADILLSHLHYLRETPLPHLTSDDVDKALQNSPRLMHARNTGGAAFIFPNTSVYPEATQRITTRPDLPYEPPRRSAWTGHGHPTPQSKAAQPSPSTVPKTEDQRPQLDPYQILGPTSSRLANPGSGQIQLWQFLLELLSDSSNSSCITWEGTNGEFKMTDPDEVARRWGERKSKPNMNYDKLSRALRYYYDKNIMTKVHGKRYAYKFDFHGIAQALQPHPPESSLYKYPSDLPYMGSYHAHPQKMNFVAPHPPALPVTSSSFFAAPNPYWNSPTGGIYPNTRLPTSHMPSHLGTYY
#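 His-tagged ERG Ets domain (1 uM in the protein solution; 300mM KCl, 50mM Tris-HCl, 1mM EDTA, 1mM DTT, pH 7.5) received compound, then a probe mix of 5 nM fluorescein-DNA and 100nM Texas-615-DNA. Fluorescence polarization was read for both dyes.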
# Anesthetic bind: qHTS Assay for Identification of Novel General Anesthetics; 350,000 tested, 0.074% active; apoferritin/1-aminoanthracene competitive binding, fluorescence; Potency, µM (titrated, usually from 77.5 µM), for inactives: at the highest dose activity change, negative = displacement, usual class: inhibitors; also: potency is read from the fitted curve at half-maximal effect; % is scaled to controls: 0 for no effect and ±100 for the full control effect; nearly all actives have a fitted effect of over 20% in size
#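 Steps: apoferritin (10 uM) was premixed with half-saturated 1-AMA in PBS, compounds were pin-transferred, plates stood 10 min at room temperature, fluorescence was read at 380/535 nm, and curves were fitted with a Hill equation.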
# Pol eta inh: qHTS for Inhibitors of Polymerase Eta; DNA polymerase eta (Homo sapiens), Q9Y253; recombinant Pol eta, fluorescent DNA replication assay; Potency, µM (highest dose often 114 µM), for inactives: at the highest dose activity change, negative = inhibition, actives largely listed as inhibitors; 390,000 tested, 1.2% active; also: potency is read from the fitted curve at half-maximal effect; % is scaled to controls: 0 for no effect and ±100 for the full control effect
#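 Pol eta at 10 nM preincubated with compounds 15 min at room temperature; reaction started with fluorescent substrate (50 nM final) and read kinetically at 0 and 10 min.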
# Pol kappa inh: qHTS for Inhibitors of Polymerase Kappa; DNA polymerase kappa (Homo sapiens), Q9UBT6; purified Pol kappa, fluorescent DNA synthesis assay, 10 min; Potency, µM (highest dose often 107 µM), for the others: at the top dose activity, negative = inhibition, actives largely listed as inhibitors; 400,000 tested, 0.53% active; AID 588579, 2011; also: potency is read from the fitted curve at half-maximal effect; % is scaled to controls: 0 for no effect and ±100 for the full control effect
#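 Activity was followed as the change in fluorescence between reads at 0 and 10 min after starting the reaction with 50 nM substrate. Beforehand, 10 nM polymerase had been preincubated with compound for 15 min at room temperature.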
# LDHA inh: qHTS assay for inhibitors of human lactate dehydrogenase. activity change, % (values are at about 110 or 230 µM). AID 1347041, 2019. 480,000 tested, 0.15% active. L-lactate dehydrogenase A chain (Homo sapiens), P00338. purified LDHA, NADH/diaphorase-resazurin fluorescence; hits give low values; in the data active = activity change below about -30%; inconclusive = mostly about -25% to -30%;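 also: plate controls were DMSO wells for no effect and wells without enzyme for full effect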
#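 Resorufin fluorescence (ex540/em590), read at 0 and 20 min after diaphorase/resazurin addition, reports the NADH left after a 5 min room-temperature reaction of 2 nM human LDH5 with 0.06 mM NADH and 0.2 mM pyruvate.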
# ALOX12 inh: Primary qHTS assay for inhibitors of human arachidonate 12S-lipoxygenase (ALOX12): Round 2; Polyunsaturated fatty acid lipoxygenase ALOX12 (Homo sapiens), P18054; purified 12hLO, xylenol orange hydroperoxide absorbance; Potency, µM (highest dose often 108 µM), for the others: at the highest dose activity change, negative = inhibition, actives largely listed as inhibitors; 580,000 tested, 1.1% active; AID 1671190, 2021; also: potency is read from the fitted curve at half-maximal effect; % is scaled to controls: 0 for no effect and ±100 for the full control effect
#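 Hydroperoxide product was detected by ferrous iron/xylenol orange as the 573 to 405 nm absorbance ratio. Arachidonic acid at 40 uM (final) was turned over for 30 min at room temperature by 150 nM human 12hLO, pH 7.0 Hepes buffer, after 15 min compound preincubation.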
# The depositor's hits bear a star; u = inconclusive; x = no result given; & = joins results of further samples; [ ] = another dose, or the depositor's remark. Unless noted, calls follow the shape of the dose curve; as a rule, active = well fitted curve in the direction sought with a large enough effect; inconclusive = small, poorly fitted or top-dose-only effect, or another doubt; inactive = no such curve, though single readings can be large; an effect the other way counts as inactive or inconclusive. These rows are one share of the data, so the mix of outcomes need not match the whole.
# Screens in order – RGS4 inh | APEX1 inh | POLB inh | ERG Ets-DNA blk | Anesthetic bind | Pol eta inh | Pol kappa inh | LDHA inh | ALOX12 inh
- CCOC(=O)c1c(NC(=O)C2CC2)sc(C)c1CC
  33% | 1% | 6% | -4% | -8% | -24% | -16% | 1 | -20%
- COc1cc(OC)cc(C(=O)Oc2ccc(/C=N/Nc3nc4ccccc4s3)cc2OC)c1
  5% | -2% | 4% | -7% | -3% | -5% | -22% | 2 | -9%
- COc1ccc(Nc2ccc([N+](=O)[O-])c3nonc23)c(OC)c1
  u | 46%[activator] | -2% | -2% | -8% | 1% | -45% | -4 | -4%
- CCOC(=O)C1=C(C)NC2=C(C(=O)CC(c3cccs3)C2)C1c1cccs1 (stereo not given)
  -9% | -3% | u | -8% | 4% | -7% | -20% | -3 | u
- C=CCn1c(SCC(=O)Nc2cc(C)on2)nnc1-c1ccccc1F
  6% | -7% | x | 8% | x | -12% | 7% | -4 | 0%
- O=c1[nH]nc(-c2cccs2)c2ccccc12
  -27% | -3% | 19% | 8% | -12% | -19% | -2% | -9 | u
- COc1ccc(N2CCN(C3CCCCC3NS(=O)(=O)c3ccc(Cl)cc3)CC2)cc1 (stereo not given)
  -7% | -18% | 23% | 10% | 32%[activator] | -13% | -2% | 0 | 20%
- CCCSCCCNC(=O)C1CCN(C(=O)c2cnn(-c3ccccc3)c2-n2cccc2)CC1
  13% | x | 14% | 7% | 1% | -5% | -18% | -7 | -25%
- CCc1nnc2c(Nc3ccc(N(CC)CC)cc3C)nc3ccccc3n12
  24% | x | 5% | 0% | -5% | -4% | -17% | 7 | u
- Cc1cccc(OCC(=O)NCC(=O)N/N=C/c2ccc([N+](=O)[O-])cc2)c1
  -7% | -1% | u | 2% | u | -10% | -1% | -9 | -5%
- CC(NC(=O)[C@H](C)NC(=O)C1CC(=O)N(c2ccc3c(c2)OCO3)C1)c1ccccc1 (stereo not given in full)
  44% | 3% | -10% | 1% | 11% | 3% | -1% | -3 | 20%
- CCOc1ccc(-c2nnn(CC(=O)NCc3ccco3)n2)cc1OCC
  -7% | -11% | u | -2% | -12% | u | -6% | -5 | 436%[activator]
- Nc1c(Cl)cc(C2=NCCn3nc4cc([N+](=O)[O-])ccc4c32)cc1Cl
  -32% | -18% | x | -16% | x | -15% | -5% | 2 | -3%
- CCOc1ncccc1C(=O)Nc1cc(S(=O)(=O)N2CCCCC2)ccc1OC
  -8% | -3% | x | 1% | x | -12% | -3% | -5 | 410%[activator]
- NCCCC[C@@H](C(=O)N1CCNCC1)n1cc(CCC(=O)O)nn1
  6% | u | 39% | 3% | 0% | -11% | -2% | -1 | -23%
- COc1ccc(C2=NOC(C(=O)NCCCN3CCOCC3)C2)cc1 (stereo not given)
  21% | -3% | 13% | 7% | -9% | -10% | -5% | -4 | 11%
- CS(=O)(=O)N(CC(=O)NCCSCc1ccccc1)c1ccccc1
  6% | 1% | 3% | -6% | -9% | 1% | -9% | -5 | -43%
- NC(=O)c1c(NC(=O)C2CCCO2)sc2c1CCCC2 (stereo not given)
  u | 3% | 0% | 0% | -5% | -21% | -14% | 2&-1 | u
- O=C(c1ccc(CNS(=O)(=O)c2ccc(Br)cc2)cc1)N1CCCCCC1
  -2% | -8% | 23% | -4% | u | -6% | -4% | 0 | -5%
- O=C(c1cc(-c2cccc(O)c2)on1)N1CCCCCC1
  -3% | 33%[activator] | -1% | 0% | -20% | -23% | 6% | -3 | 6%
- CC(C)N(C(=O)[C@H]1C[C@H](CC(=O)NCCN2CCOCC2)C(=O)N2CCc3c([nH]c4cc(-c5ccco5)ccc34)[C@]12C)C(C)C
  -36% | 4% | x | -9% | x | -13% | -7% | -23 | -11%
- CCN(C(=O)CCc1nnc2ccc(N3CCC4(CC3)OCCO4)nn12)c1ccccc1
  18%[11.4 µM] | 25% | -7% | -2% | -5% | -8% | -4% | -2 | -1%
- CC(=O)Nc1ccccc1C(=O)N1CCN(c2cccc(C)c2C)CC1
  12% | 6% | 10% | -5% | -10% | 8% | -25% | 1 | 15%
- O=C(Nc1ccc(S(=O)(=O)Nc2ncccn2)cc1)c1cc(=O)c2ccccc2o1
  3% | x | 1% | -1% | -7% | -22% | -1% | 1 | u
- COc1ccc(CNC(=O)c2cc3ccccn3n2)cc1OC
  -3% | x | -3% | -29% | -3% | -11% | 4% | 4 | -13%
- CCN(C1CCCCC1)S(=O)(=O)c1cc2c3c(c1)CCN3C(=O)CC2
  19% | -2% | x | 15% | x | 3% | -3% | -5 | -1%
- COc1ccc(OC)c(NC(=O)CN2C(=O)C3(OCCCO3)c3ccccc32)c1
  -20% | -6% | 0% | -2% | -13% | -16% | -5% | 1 | 5%
- O=C(NCC1CCCO1)c1cc(-c2ccccc2)nc2ccccc12 (stereo not given)
  12% | -10% | 2% | 2% | -7% | 4% | 7% | 1&-18 | u
- O=c1[nH]c(SCC2CCCCO2)nc2ccccc12 (stereo not given)
  -26% | -7% | -1% | 10% | u | -11% | 0% | 2 | -9%
- COC(=O)c1c(NC(=O)COc2ccc(Cl)cc2Cl)sc2c1CC(C)(C)NC2(C)C
  11% | 4% | 12% | -3% | -18% | 2% | -9% | -2 | 471%[activator]
- C=CCn1c(Cn2nnc3ccccc32)nnc1SCC(=O)N/N=C/c1cc(Br)cc(OC)c1O
  -30% | -2% | -23% | -5% | -10% | -17% | -3% | 7 | x
- Cc1ccccc1N1CCN(S(=O)(=O)c2nnc(NC(=O)c3ccccc3)s2)CC1
  6% | x | 4% | 4% | 0% | -8% | -25% | 1 | 1%
- C=CCn1c(SCC(=O)NCC)nc2sc3c(c2c1=O)CCC3
  6% | 2% | -15% | 6% | 5% | -9% | -3% | -5 | u
- Cc1ccc(S(=O)(=O)Nc2ccc3c(c2)n(C)c(=O)n3C)cc1
  -1% | 5% | 56% | 3% | -9% | -11% | 1% | 3 | -2%
- CC1CC(C)CN(c2oc(Cc3ccccc3)nc2C#N)C1 (stereo not given)
  14% | 11% | 30% | -5% | -8% | -14% | -18% | 1 | -3%
- O=C(Nc1ccccc1)OCc1cnc(Cl)s1
  -10% | 1% | -9% | 4% | u | -13% | -7% | -1 | u
- CC(C)(C)OC(=O)CNC(=O)c1[nH]cnc1C(=O)NC1CCNCC1
  -21% | 11% | x | -6% | x | -8% | -16% | 1 | 4%
- O=C(Nc1ccccc1)N(Cc1ccc2c(c1)OCO2)Cc1nc2ccccc2c(=O)[nH]1
  -26% | 1% | 0% | -11% | u | -3% | -1% | -2 | -4%
- O=C(CCn1nnnc1CN1CCOCC1)N1CCC(c2cccc(Cl)c2)C1 (stereo not given)
  1% | -16% | 4% | 5% | -10% | -7% | -13% | -2 | u
- Cc1ccc(-c2nc3s/c(=C\c4ccco4)c(=O)n3n2)cc1
  -23% | u | 28µM* | x | -18% | 89µM* | -42% | 0 | u

# In the list so far, these have a thiophene ring, fused or not.
# Screens in order – RGS4 inh | APEX1 inh | POLB inh | ERG Ets-DNA blk | Anesthetic bind | Pol eta inh | Pol kappa inh | LDHA inh | ALOX12 inh
- CCOC(=O)c1c(NC(=O)C2CC2)sc(C)c1CC
  33% | 1% | 6% | -4% | -8% | -24% | -16% | 1 | -20%
- CCOC(=O)C1=C(C)NC2=C(C(=O)CC(c3cccs3)C2)C1c1cccs1 (stereo not given)
  -9% | -3% | u | -8% | 4% | -7% | -20% | -3 | u
- O=c1[nH]nc(-c2cccs2)c2ccccc12
  -27% | -3% | 19% | 8% | -12% | -19% | -2% | -9 | u
- NC(=O)c1c(NC(=O)C2CCCO2)sc2c1CCCC2 (stereo not given)
  u | 3% | 0% | 0% | -5% | -21% | -14% | 2&-1 | u
- COC(=O)c1c(NC(=O)COc2ccc(Cl)cc2Cl)sc2c1CC(C)(C)NC2(C)C
  11% | 4% | 12% | -3% | -18% | 2% | -9% | -2 | 471%[activator]
- C=CCn1c(SCC(=O)NCC)nc2sc3c(c2c1=O)CCC3
  6% | 2% | -15% | 6% | 5% | -9% | -3% | -5 | u

# Given with each value named: part of the list above
> CC(C)(C)OC(=O)CNC(=O)c1[nH]cnc1C(=O)NC1CCNCC1
  RGS4 inh: -21% | APEX1 inh: 11% | POLB inh: x | ERG Ets-DNA blk: -6% | Anesthetic bind: x | Pol eta inh: -8% | Pol kappa inh: -16% | LDHA inh: 1 | ALOX12 inh: 4%
> O=C(Nc1ccccc1)N(Cc1ccc2c(c1)OCO2)Cc1nc2ccccc2c(=O)[nH]1
  RGS4 inh: -26% | APEX1 inh: 1% | POLB inh: 0% | ERG Ets-DNA blk: -11% | Anesthetic bind: u | Pol eta inh: -3% | Pol kappa inh: -1% | LDHA inh: -2 | ALOX12 inh: -4%
